High-throughput results (PubChem)
LMNA splice mod = modulators of lamin A splicing | HeLa LMNA splicing GFP/RFP minigene ratio, 48 h | Potency, µM (doses to about 46.1 µM), inactives show at the top dose ratio change, negative = inhibition, hits mostly inhibitors | 200,000 compounds, 0.01% hits; active = well fitted inhibition curve with a large enough effect in the signal ratio, with a control signal flat, not every such curve was filed as active; inconclusive = small, poorly fitted or top-dose-only effect, or effect the other way, or a change in a side signal; the % refers to the signal ratio; also: % is scaled to controls: 0 for no effect and ±100 for the full control effect
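S3 HeLa stable clones carrying a lamin A-EGFP splicing minigene plus DsRed2 were seeded at 600 cells/well in Opti-MEM with 2% FBS, pin-dosed and incubated 48 h at 37°C. Acumen cytometry (488 nm) gave the GFP/RFP total-intensity ratio.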
JMJD2E inh = inhibitors of human JMJD2E histone demethylase; B2RXH2; JMJD2E catalytic domain, FDH-coupled NADH fluorescence (FDH is formaldehyde dehydrogenase); Potency, µM (doses to about 57.1 µM), inactives show top-dose activity change, negative = inhibition, usual class: inhibitors; 230,000 compounds, 1.6% hits; active = well fitted inhibition curve with a large enough effect, not every such curve was filed as active; inconclusive = small, poorly fitted or top-dose-only effect, or another doubt; inactive = no such curve, though single readings can be large or run the other way;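 also: 0% = wells with enzyme and -100% = buffer wells without enzyme; nearly all actives have a fitted effect of over 50% in size; many of its hits are not listed in these tables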
Target sequence (B2RXH2 1-337 limits assumed): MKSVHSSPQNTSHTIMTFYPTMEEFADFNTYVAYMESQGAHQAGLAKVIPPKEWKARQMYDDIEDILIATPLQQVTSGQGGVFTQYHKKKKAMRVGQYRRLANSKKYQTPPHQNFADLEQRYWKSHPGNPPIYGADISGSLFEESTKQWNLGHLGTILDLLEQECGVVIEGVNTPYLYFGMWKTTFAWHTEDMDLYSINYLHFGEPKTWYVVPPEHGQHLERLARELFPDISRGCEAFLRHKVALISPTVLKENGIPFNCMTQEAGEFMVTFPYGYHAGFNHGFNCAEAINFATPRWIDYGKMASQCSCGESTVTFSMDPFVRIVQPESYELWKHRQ
TRb SRC2 PPI = TRbeta-SRC2 interaction inhibition; TRbeta-SRC2 peptide binding, fluorescence polarization; receptor liganded with 1 µM T3; Potency, µM (top dose mostly 106 µM), for inactives: top-dose activity change, negative = inhibition, hits mostly inhibitors; 280,000 compounds, 0.065% hits; AID 1469;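 also: plate controls were bound peptide for no effect and peptide without receptor for full effect; nearly all actives have a fitted effect of over 50% in size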
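Binding of a 20-amino-acid Texas Red SRC2 peptide (20 nM) to TRb ligand-binding domain (0.6 uM) with agonist T3 at 1 uM was followed by fluorescence polarization after a 5 hr room-temperature incubation.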
TexasRed fluor = counter-screen for TRb-SRC2 inhibitors: fluorescence interference; TRb/SRC2 Texas Red total fluorescence interference; Potency, µM (series often up to 106 µM), for inactives: at the top dose fluorescence change, negative = quenching; 280,000 compounds, 0.29% hits; AID 1479; active = well fitted curve in either direction with a large enough effect; inconclusive = small, poorly fitted or top-dose-only effect; also: % is scaled to controls: 0 for no effect and ±100 for the full control effect
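Human TRβ ligand-binding domain (0.6 uM) and Texas Red SRC2 peptide (20 nM) in Tris buffer with 1 uM T3 and 5% DMSO were incubated with pinned compound for 5 hr at ambient temperature. Total fluorescence was computed as S + 2P (555/632 nm).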
ALDH1A1 block = ALDH1A1 (human) enzyme inhibition. P00352. Purified ALDH1A1, NADH fluorescence, propionaldehyde substrate. Potency, µM (series often up to 75.3 µM), for the others: at the top dose activity, negative = inhibition, hits mostly inhibitors. 220,000 compounds, 7.3% hits; active = well fitted inhibition curve with a large enough effect, not every such curve was filed as active; inconclusive = small, poorly fitted or top-dose-only effect, or another doubt; inactive = no such curve, though single readings can be large or run the other way;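 also: plate controls were no enzyme wells and a reference inhibitor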
SMN2 splice enh = SMN2 splice variant enhancement; HEK293 SMN2-luciferase splicing reporter, luminescence, 30-36 h; Potency, µM (series often up to 46.1 µM), for the others: at the highest dose activity change, positive = activation, most hits filed as activators; 210,000 compounds, 2.8% hits; AID 1458; also: % of control where 0% means no effect; nearly all actives have a fitted effect of over 55% in size
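HEK293 cells carry an SMN2 minigene-luciferase reporter in which exon 7 inclusion puts luciferase in frame. Cells were seeded at 2000 cells/well, attached for 10-12 hours, then exposed to compounds for 30-36 hours at 37C before ONE-Glo luminescence.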
RECQ1 inh = RECQ1 (human) helicase inhibition. Potency, µM (highest dose often 57.3 µM), without a hit: at the top dose activity, negative = inhibition, hits mostly inhibitors. 240,000 compounds, 0.54% hits. AID 2549. P46063. RECQ1 DNA unwinding, red fluorescence kinetic read;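 also: plate controls were vehicle for no effect and no enzyme for full effect; nearly all actives have a fitted effect of over 30% in size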
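RECQ1T1 50 nM; forked duplex (20 bp + 30-nt ss tails) 200 nM, ATP 2 mM final; pH 8.0, 2 mM MgCl2, 2.5 ug/ml poly(dI-dC); 15 min compound preincubation; discontinuous kinetic read over 2 h at RT.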
RGS12 GoLoco inh = blocks human Gai1 binding to RGS12 GoLoco peptide, red readout; P63096; 230,000 compounds, 0.44% hits; Potency, µM (titrated, usually from 61.6 µM), without a hit: at the highest dose activity, negative = inhibition, most hits filed as inhibitors; Gai1:RGS12 GoLoco peptide FP, rhodamine, 10 min; AID 880; active = well fitted inhibition curve with a large enough effect, not every such curve was filed as active; inactive = no such curve, though single readings can be large or run the other way; also: % is scaled to controls: 0 for no effect and ±100 for the full control effect; nearly all actives have a fitted effect of over 30% in size; many of its hits are not listed in these tables
Target sequence (P63096 whole entry, looked up): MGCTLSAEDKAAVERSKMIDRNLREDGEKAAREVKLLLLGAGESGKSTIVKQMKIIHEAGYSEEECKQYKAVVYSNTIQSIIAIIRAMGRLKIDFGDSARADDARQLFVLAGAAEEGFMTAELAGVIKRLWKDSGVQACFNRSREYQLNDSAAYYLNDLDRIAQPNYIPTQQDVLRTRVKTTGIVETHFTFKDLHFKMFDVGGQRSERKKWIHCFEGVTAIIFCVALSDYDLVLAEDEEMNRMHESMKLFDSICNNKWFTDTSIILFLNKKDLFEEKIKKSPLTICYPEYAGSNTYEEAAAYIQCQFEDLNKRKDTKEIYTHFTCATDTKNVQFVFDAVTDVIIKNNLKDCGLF
Numbers without * were called inactive; i = inactive; ? = inconclusive; / = not tested or not shown; [ ] = another dose, or the depositor's remark. Unless noted, calls follow the shape of the dose curve; as a rule, active = well fitted curve in the direction sought with a large enough effect; inconclusive = small, poorly fitted or top-dose-only effect, or another doubt; inactive = no such curve, though single readings can be large; an effect the other way counts as inactive or inconclusive. Potency is read from the fitted curve at half-maximal effect. An excerpt, so the mix of outcomes need not match the whole.

cpd	SMILES	LMNA splice mod	JMJD2E inh	TRb SRC2 PPI	TexasRed fluor
1	CN(C)C(CNC(=O)c1cccs1)c1cccnc1 (stereo not drawn)	-4%	2%	0%	-2%
2	Cc1ccccc1-n1c(SCC(=O)Nc2ccccc2)nc2nc3c(cc2c1=O)CCCC3	-9%	?	1%	5%
3	COc1ccc(OC)c(-n2c(=S)[nH]c3c(sc(=S)n3-c3ccccc3C)c2=O)c1	/	13%	-5%	-1%
4	CCN(CC)S(=O)(=O)c1ccc(N2CCCCC2)c(C(=O)Nc2ccccc2N2CCOCC2)c1	?	-1%	-9%	-1%
5	CCc1sc(C(=O)N2CCN(S(C)(=O)=O)CC2)cc1Br	-2%	4%	-3%	0%
6	Cc1cc(C(F)F)nn1CC(=O)Nc1cc([N+](=O)[O-])ccc1F	?	-4%	-5%	0%
7	CCNC(=S)N/N=C/c1ccco1	4%	-8%	6%	-3%
8	Cc1ccc(-c2cn3cccnc3n2)cc1	3%[46 µM]	?	3%	-2%
9	FC(F)(F)c1nnc2sc(-c3ccccn3)nn12	-4%	1%	5%	-4%
10	CCOc1cccc(-c2nc(C(N)=O)c3[nH]c(=O)n(-c4cccc(Cl)c4)c3n2)c1O	-14%	1%	-4%	0%

cpd	ALDH1A1 block	SMN2 splice enh	RECQ1 inh	RGS12 GoLoco inh
1	15%	14%	0%	6%
2	7.9µM*	-27%	-20%	4%
3	-4%	-33%[inhibitor]	0%	0%
4	-6%	-30%	-7%	-27%
5	-13%	-5%	-6%	-1%
6	4%	-18%	-4%	3%
7	-9%	17%	-1%	-2%
8	?	/	1%	13%
9	4%	-1%	-13%	-1%
10	12%	-10%	2%	0%

More records follow.
cpd	SMILES	LMNA splice mod	JMJD2E inh	TRb SRC2 PPI	TexasRed fluor
11	O=C(c1cccs1)N(c1ccc(F)cc1)C1C=CS(=O)(=O)C1 (stereo not drawn)	?	-16%	-4%	-1%
12	C=CCn1c(=O)c2ccccc2n2c(SC(C)C(=O)Nc3nc(-c4ccccc4)cs3)nnc12 (stereo not drawn)	-7%	?	4%	0%
13	O=C(COc1ccc([N+](=O)[O-])cc1)NNC(=O)c1cccs1	/	6%	12%	-2%
14	COC(=O)c1cc(C(=O)OC)cc(-n2c(C)cc(C(=O)COC(=O)CNS(=O)(=O)c3ccc(C)cc3)c2C)c1	-5%	?	3%	2%
15	CC12CCC3(CO)COC(c4ccccc4O1)C2C3 (stereo not drawn)	2%	5%	-11%	-2%
16	CCN(CC)CCCC(C)NC(=O)c1cccc(S(=O)(=O)N2CCc3ccccc32)c1 (stereo not drawn)	-23%[46 µM]	-27%	-5%	-1%
17	O=c1c2ccccc2nc(-c2ccc(Br)cc2)n1Cc1ccccc1	4%	-2%	-2%	-3%
18	O=C(COC(=O)c1ccc(O)cc1)NCCC1=CCCCC1	-12%[46 µM]	10%	-5%	1%
19	CCCCCCn1cnc2c(c1=O)c1nc3ccccc3nc1n2Cc1cccs1	3%	3%	0%	-4%
20	CCOC(=O)N1CCN(c2ccc(C(=O)c3cccc(F)c3)cc2)CC1	?	1%	1%	2%

cpd	ALDH1A1 block	SMN2 splice enh	RECQ1 inh	RGS12 GoLoco inh
11	3%	3%	-3%	7%
12	-1%	-1%	-1%	-1%
13	5%	9%	i	13%
14	?	4%	i	12%
15	11%	0%	-3%	-1%
16	-2%	11%	i	9%
17	?	-9%	-14%	7%
18	-8%	28%	-2%	2%
19	?	-2%	i	5%
20	?	-44%[inhibitor]	-4%	5%

Looked up by structure from the entries so far (5):
cpd	SMILES	LMNA splice mod	JMJD2E inh	TRb SRC2 PPI	TexasRed fluor
11	O=C(c1cccs1)N(c1ccc(F)cc1)C1C=CS(=O)(=O)C1 (stereo not drawn)	?	-16%	-4%	-1%
18	O=C(COC(=O)c1ccc(O)cc1)NCCC1=CCCCC1	-12%[46 µM]	10%	-5%	1%
20	CCOC(=O)N1CCN(c2ccc(C(=O)c3cccc(F)c3)cc2)CC1	?	1%	1%	2%
17	O=c1c2ccccc2nc(-c2ccc(Br)cc2)n1Cc1ccccc1	4%	-2%	-2%	-3%
13	O=C(COc1ccc([N+](=O)[O-])cc1)NNC(=O)c1cccs1	/	6%	12%	-2%

cpd	ALDH1A1 block	SMN2 splice enh	RECQ1 inh	RGS12 GoLoco inh
11	3%	3%	-3%	7%
18	-8%	28%	-2%	2%
20	?	-44%[inhibitor]	-4%	5%
17	?	-9%	-14%	7%
13	5%	9%	i	13%

The list goes on:
cpd	SMILES	LMNA splice mod	JMJD2E inh	TRb SRC2 PPI	TexasRed fluor
21	NS(=O)(=O)c1ccc(CCNC(=O)CSc2nc3ccccc3c(=O)n2CCC(=O)N2CCCCC2)cc1	/	-8%	-5%	0%
22	O=c1c(/C=C(\O)c2ccccc2)nc2ccccc2n1-c1ccccc1	-1%	-3%	-2%	0%
23	CCC(=O)c1ccccc1OCC(=O)Nc1c(C)cccc1C	-10%[46 µM]	-3%	9%	1%
24	N=c1ccn2c(n1)O[C@H]1[C@@H](O)[C@@H](CO)O[C@H]12	?	6%	0%	-1%
25	CC(=O)Nc1ccc(C(=O)CSc2nc3ccccc3n2CC(=O)N2CCCC2)cc1	-4%	-4%	-7%	1%
26	COc1ccc(C)cc1NC(=O)NCc1ccccc1F	-17%[46 µM]	-13%	-2%	-6%
27	O=C(NCc1ccc(Cl)cc1)C1=Cc2cc(Cl)ccc2OC1	-8%	3%	-3%	1%
28	COc1ccc(NC(=O)c2nc[nH]c2C(=O)N[C@@H](C)c2ccccc2)cc1	/	-19%	3%	-2%
29	CN(Cc1ccccc1)c1ccc(C(CC(N)=O)NC(=O)Cc2ccc(Br)cc2)cc1[N+](=O)[O-] (stereo not drawn)	/	0%	0%	-2%
30	Cc1c(N=CC=Nc2c(C)n(C)n(-c3ccccc3)c2=O)c(=O)n(-c2ccccc2)n1C	0%	0%	-8%	0%

cpd	ALDH1A1 block	SMN2 splice enh	RECQ1 inh	RGS12 GoLoco inh
21	7.9µM*	-1%	-2%	5%
22	?	-9%	?	47%[activator]
23	-5%	-10%	-8%	5%
24	-4%	-36%[inhibitor]	0%	4%
25	25µM*	6%	-4%	-3%
26	-6%	23%	i	3%
27	-5%	14%	-16%	-4%
28	/	/	-4%	6%
29	/	/	8%	-4%
30	10%	-7%	i	-5%

Later entries:
cpd	SMILES	LMNA splice mod	JMJD2E inh	TRb SRC2 PPI	TexasRed fluor
31	O=C(O)c1cc([N+](=O)[O-])c(NCc2cccnc2)c([N+](=O)[O-])c1	/	-2%	10%	-2%
32	O=C(N/N=C/c1ccncc1)c1nc(-c2ccccc2)n2c1CCCCC2	0%	3%	1%	-1%
33	CCOC(=O)N1CCN(C(=O)Cn2ncc3ccccc32)CC1	-1%	11%	-12%	-2%
34	O=C(CNC(=O)c1cccs1)N/N=C/c1ccco1	3%[46 µM]	-6%	-6%	-5%
35	CC(C)(C)CN1C(=O)C(=O)NC[C@@H]1Cc1ccc(O)cc1	/	2%	-4%	-2%
36	Cc1onc(-c2ccccc2)c1C(=O)N/N=C/c1ccc([N+](=O)[O-])s1	?	-2%	-1%	-2%
37	COc1ccc2nc(SCC(=O)Nc3ccc4sc(C)nc4c3)c(C#N)cc2c1	-12%	-1%	1%	-3%
38	CCCCn1c(=O)[nH]c(=O)c2c1nc(-c1ccc(-c3ccccc3Br)o1)n2CCOC	10%	?	-11%	-1%
39	CN1CCN(/N=C/c2ccc(-c3ccc([N+](=O)[O-])cc3)o2)CC1	-19%[46 µM]	-5%	-5%	-2%
40	CSc1ncccc1C(=O)OCc1ccccc1Cl	-4%[46 µM]	4%	-6%	3%

cpd	ALDH1A1 block	SMN2 splice enh	RECQ1 inh	RGS12 GoLoco inh
31	?	4%	-2%	0%
32	-12%	16%	-2%	6%
33	9%	11%	-20%	9%
34	-15%	7%	-10%	-4%
35	/	/	i	-5%
36	-6%	-42%[inhibitor]	i	7%
37	12%	-22%	-4%	-17%
38	?	-13%	-3%	0%
39	-8%	/	-15%	12%
40	?	/	0%	1%

Remaining list, next part:
cpd	SMILES	LMNA splice mod	JMJD2E inh	TRb SRC2 PPI	TexasRed fluor
41	O=C(O)c1ccc(/C=N/Nc2nc(N3CCCCC3)nc(N3CCCCC3)n2)cc1	/	-1%	-7%	-2%
42	O=[N+]([O-])c1cccc(-c2nc(NCc3ccccc3)c3ccccc3n2)c1	0%	1%	-4%	1%
43	COc1ccc(NC(=S)Nc2ccc(OC)cc2OC)c(OC)c1	0%	-9%	-4%[53 µM]	-2%[53 µM]
44	COCC(C)NC(=O)c1ccc(-n2nc(C(F)(F)F)cc2-c2cccs2)cc1 (stereo not drawn)	-12%	0%	-9%	-4%
45	COc1ccccc1C(=O)Nc1ccccn1	11%	1%	3%	1%
46	CCN=C1NN=C(c2ccc(C)cc2)CS1	10%	-8%	-5%	-1%
47	CCCN1C2=NS(=O)(=O)CCN2c2ccccc21	5%	-2%	1%	-5%
48	Cc1[nH]cnc1CSCc1ccc(F)cc1	-7%	8%	-4%	1%
49	O=C(CSc1nnc(NC2CCCCC2)s1)NCc1ccco1	0%[46 µM]	-3%	-2%	4%
50	CCOC(=O)Cc1nc(-c2ccc(Cl)cc2)n[nH]1	/	-5%	3%	-1%
51	N#CCn1cc(/C=N/NC(=O)c2cc3c(ccc4ccccc43)o2)c2ccccc21	/	?	5%	0%
52	CCOC1OC(=O)C(Cl)=C1Nc1ccccc1C (stereo not drawn)	-5%	2%	6%	?

cpd	ALDH1A1 block	SMN2 splice enh	RECQ1 inh	RGS12 GoLoco inh
41	/	/	-7%	7%
42	?	-16%	-2%	-6%
43	20µM*	-4%	-20%	4%
44	?	-101%[inhibitor]	-15%	19%
45	4%	22µM*	-12%	7%
46	25µM*	?	-11%	-3%
47	-7%	28%	11%	0%
48	13%	12%	1%	10%
49	15%	2%	i	0%
50	6%	22%	i	1%
51	/	/	i	16%
52	3%	-6%	-6%	-6%
